Assay outcomes (PubChem BioAssay)
Giardia FBPA inh = Giardia lamblia aldolase inhibition; A8B2U2; Potency, µM (titrated, usually from 59.6 µM), without a hit: at the top dose activity, negative = inhibition, usual class: inhibitors; AID 2451; purified Giardia FBPA; hit rate 0.71% among 290,000; active means well fitted inhibition curve with a large enough effect; inconclusive means small, poorly fitted or top-dose-only effect, or effect the other way; further: nearly all actives have a fitted effect of over 55% in size
Target sequence (A8B2U2 whole entry, looked up): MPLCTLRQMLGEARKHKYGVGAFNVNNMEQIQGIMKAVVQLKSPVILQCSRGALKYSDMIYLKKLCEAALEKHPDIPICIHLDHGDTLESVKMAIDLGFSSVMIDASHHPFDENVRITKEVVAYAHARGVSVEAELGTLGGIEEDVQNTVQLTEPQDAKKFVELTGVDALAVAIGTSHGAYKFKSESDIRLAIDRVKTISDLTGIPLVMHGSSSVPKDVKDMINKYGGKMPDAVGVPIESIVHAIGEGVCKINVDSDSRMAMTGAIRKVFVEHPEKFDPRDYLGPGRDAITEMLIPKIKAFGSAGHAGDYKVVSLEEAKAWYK
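Giardia FBPA (40 nM reagent) was preincubated 10 min at RT with compound (up to 57.5 uM final), then substrate plus GAPDH/TPI/NAD/arsenate coupling system with diaphorase/resazurin was added; resorufin fluorescence (525/598 nm) was read after 20 min.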
An asterisk follows results filed as active; ? = inconclusive; & = joins results of further samples; [ ] = dose if it differs, or a comment. On the % scale 0 is the no-effect control and ±100 the full control effect; potency means the concentration at half of the fitted maximal effect. Some of the compounds tested. The share of hits here may be higher or lower than overall.

SMILES	Giardia FBPA inh
COCCN=C1OC(=O)N2C(=O)C3=C4C(C[C@H]5C(=O)N(c6ccccc6)C(=O)[C@H]5[C@H]4[C@@]12Cc1ccccc1)[C@H]1C(=O)N(c2ccccc2)C(=O)[C@H]1[C@H]3C (stereo not given in full)	-1%
COc1ccccc1CNc1ccnc(-c2ccc(N(C)C)cc2)n1	-21%
COc1ccc(Oc2ncc3nc(C)c(=O)n(Cc4ccc(F)cc4)c3n2)cc1	-21%
COc1cc2c(cc1OC)-c1c(oc3cc(O)cc(O)c3c1=O)CO2	?
Cn1cc(-c2nc3cncnc3n(C3CC3)c2=O)c2ccccc21	-13%
CCCCC/C=C\C=C\[C@H](CCCCCCCC(=O)O)OO	3%
Cc1ccccc1N1C(=O)c2cc(S(N)(=O)=O)c(Cl)cc2N[C@H]1C	0%[21.7 µM]
C=CCC1(c2ccccc2)Oc2ccccc2-c2nc3cc(Cl)c(Cl)cc3nc21 (stereo not given)	2%&1%[12.9 µM]
c1ccc(N2CC3(CCNCC3)C2)nc1	1%
c1csc(CNc2ccnc(-c3ccoc3)n2)c1	-10%
COc1cccc(Cn2c(=O)c(-c3cn(C)c4ccccc34)nc3cnc(N4CCOCC4)nc32)c1	0%
COCC(=O)N1CCC2(CCCN(C(=O)Nc3ccc(OC)cc3)C2)CC1	3%
CC(C)=CCC/C(C)=C/CO/N=C1/C[C@@H](O)[C@@H](O)[C@@H]2[C@@H]3C(=O)N(Cc4ccc5c(c4)OCO5)C(=O)[C@H]3CC[C@@H]12	0%[12.9 µM]
N#CCCN(CC#Cc1ccccc1)OCc1ccccc1	2%[12.9 µM]
COc1ccccc1CN1CC[C@@]2(CCCN(C(C)=O)C2)C1	-18%
Cc1cnc(CNc2nc(-c3ccc4c(c3)OCO4)nc3ccccc23)cn1	-15%
COC(=O)c1ccc(C(NC(=O)OCc2ccccc2)/C(=C/[C@@H](C)C(=O)NCc2cccnc2)c2cccnc2)cc1 (stereo not given in full)	3%
CN(Cc1ccco1)c1ncncc1-c1cccc(C#N)c1	-18%
CCCCCCCC/C=C\CCCCCCCC(N)=O	-3%&3%&4%
CCC(=O)OCC(=O)C1(OC(=O)CC)C(C)CC2C3C(Cl)CC4=CC(=O)C=C[C@@]4(C)C3C(O)C[C@@]21C (stereo not given in full)	-8%

14 successive compounds out of the list so far, for reference:
SMILES	Giardia FBPA inh
Cc1ccccc1N1C(=O)c2cc(S(N)(=O)=O)c(Cl)cc2N[C@H]1C	0%[21.7 µM]
C=CCC1(c2ccccc2)Oc2ccccc2-c2nc3cc(Cl)c(Cl)cc3nc21 (stereo not given)	2%&1%[12.9 µM]
c1ccc(N2CC3(CCNCC3)C2)nc1	1%
c1csc(CNc2ccnc(-c3ccoc3)n2)c1	-10%
COc1cccc(Cn2c(=O)c(-c3cn(C)c4ccccc34)nc3cnc(N4CCOCC4)nc32)c1	0%
COCC(=O)N1CCC2(CCCN(C(=O)Nc3ccc(OC)cc3)C2)CC1	3%
CC(C)=CCC/C(C)=C/CO/N=C1/C[C@@H](O)[C@@H](O)[C@@H]2[C@@H]3C(=O)N(Cc4ccc5c(c4)OCO5)C(=O)[C@H]3CC[C@@H]12	0%[12.9 µM]
N#CCCN(CC#Cc1ccccc1)OCc1ccccc1	2%[12.9 µM]
COc1ccccc1CN1CC[C@@]2(CCCN(C(C)=O)C2)C1	-18%
Cc1cnc(CNc2nc(-c3ccc4c(c3)OCO4)nc3ccccc23)cn1	-15%
COC(=O)c1ccc(C(NC(=O)OCc2ccccc2)/C(=C/[C@@H](C)C(=O)NCc2cccnc2)c2cccnc2)cc1 (stereo not given in full)	3%
CN(Cc1ccco1)c1ncncc1-c1cccc(C#N)c1	-18%
CCCCCCCC/C=C\CCCCCCCC(N)=O	-3%&3%&4%
CCC(=O)OCC(=O)C1(OC(=O)CC)C(C)CC2C3C(Cl)CC4=CC(=O)C=C[C@@]4(C)C3C(O)C[C@@]21C (stereo not given in full)	-8%

(further entries)
SMILES	Giardia FBPA inh
CC(C)C[C@@H](CC(=O)N[C@@H](CCCN)CC(=O)N[C@@H]1CCCC[C@H]1C(=O)N[C@H](CC(=O)N[C@@H](CCC(=O)O)CC(=O)O)CC(C)C)NC(=O)[C@@H]1CCCC[C@H]1N	-15%
COc1cccc([C@@H]2Oc3ccc(OC)cc3[C@H](O)[C@H]2O)c1	3%
O=C(O)C1Cc2c([nH]c3ccccc23)C(c2ccccc2)N1 (stereo not given)	-4%[12.9 µM]
COCCn1c(=O)c(-c2ccc(F)cc2)nc2cnc(OC)nc21	1%
CC(C)NC(=O)N1CCC2(CC1)CCN(C(=O)c1cc(C(F)(F)F)cc(C(F)(F)F)c1)CC2	4%
CC#CCN1c2ccccc2[C@]23C[C@@H](C(=O)OC)N(S(=O)(=O)c4c(C)noc4C)C2=NC(C(=O)OC)=C(C(=O)OC)[C@H]13	-2%[12.9 µM]
Cc1noc(C)c1-c1ccc2ncnc(Nc3ccccc3)c2c1	-3%
O=C(Nc1ccccc1)N1CCCC2(CCN(C(=O)c3ccco3)CC2)C1	5%
C=C1C(=O)OC2C[C@@]3(C)CCCC(=C)[C@@H]3CC12 (stereo not given in full)	11%
O=C(Oc1ccccc1)N1CCC2(CC1)CCN(c1cccc(-c3ccccc3)c1)CC2	2%
CN1C(=O)CC[C@@H]1c1cccnc1	-2%[21.7 µM]
COC(=O)[C@H](COC(C)(C)C)NC(=O)O[C@H]1C(=O)c2ccc(OC)cc2O[C@@H]1c1ccc2c(c1)OCO2	-1%
CC[C@H](C)[C@H](N)C1=N[C@H](C(=O)N[C@@H](CC(C)C)C(=O)N[C@@H](CCC(=O)O)C(=O)N[C@@H](C(=O)N[C@H]2CCCCNC(=O)[C@@H](CC(N)=O)NC(=O)[C@@H](CC(=O)O)NC(=O)[C@@H](Cc3cnc[nH]3)NC(=O)[C@@H](Cc3ccccc3)NC(=O)[C@@H]([C@@H](C)CC)NC(=O)[C@@H](CCCN)NC2=O)[C@@H](C)CC)CS1	-16%[21.7 µM]
COc1ccc(-c2nc3cnc(OCc4ccccc4)nc3n(CCC#N)c2=O)cc1	7%
COC(=O)CC1C(C)(C)C(=O)C2CC3=C4CC(=O)OC(c5ccoc5)[C@]4(C)CCC3[C@@]1(C)C2=O (stereo not given in full)	-4%
CCCN(CCC)C[C@@H]1CCCCN1CCNC(=O)N1c2ccccc2C(=O)Nc2cccnc21	9%
C=CC[C@@](C(C)=O)(C(=O)OC)C(NC(=O)OC)c1ccccc1 (stereo not given in full)	0%
O=C(c1cnccn1)N1CCC2(CCCN(Cc3ccncc3)C2)CC1	2%
Cc1nc2cnc(Oc3ccccc3)nc2n(Cc2cccs2)c1=O	5%
COc1cc(C(=O)Oc2ccc3c(OC)c4ccoc4nc3c2OC)cc(OC)c1OC	5%
O=C(O)CCC/C=C\CC1C2CCC(O2)C1CNNC(=O)Nc1ccccc1 (stereo not given)	1%
N#Cc1ccc(CN2CCC3(CC2)CCN(C(=O)c2cccc(F)c2)CC3)cc1	6%
CCCCCCCCCCCCCCC/C=C/[C@@H](O)[C@H](NC(=O)CCCCCCCCCCCCC)OC (tested in a mixture with another compound)	-4%
CCC(=O)OC1(C)C(=O)C=C2C=C(CCCNC(=O)OC(C)(C)C)OC=C2C1=O (stereo not given)	-9%
CN(C)[C@H]1C(=O)C(C(=O)NCN2CCCC2)=C(O)[C@]2(O)C(=O)C3=C(O)c4c(O)cccc4[C@@](C)(O)[C@H]3C[C@@H]12	4.5µM*
NC(=O)c1ncn(C2OC(CO)C(O)C2O)c1N (stereo not given)	-11%
COCCn1c(=O)cnc2cnc(Oc3cccc(Cl)c3)nc21	1%
COc1cccc(-c2nccc(NCc3cnc(C)cn3)n2)c1	1%
O=C(O)P(=O)(O)O	3%
COc1cccc(-c2cncnc2NCc2cnc(C)cn2)c1	9%
COc1ccc(C(=O)CC(=O)c2c(O)cc(OC)cc2OC)cc1	0%[12.9 µM]
CCOc1ccc(Cc2nccc3cc(OCC)c(OCC)cc23)cc1OCC	-19%
CCCCCCCCCCCCCC(=O)O[C@@H]1[C@@H](C)[C@@]2(O)[C@@H](C=C(CO)C[C@@]3(O)C(=O)C(C)=C[C@@H]23)C2C(C)(C)[C@@]21OC(C)=O (stereo not given in full)	-14%
COC/C=C/C1=CC2=CC(=O)C(C)(OC(=O)c3ccc(Cl)nc3)C(=O)C2=CO1 (stereo not given)	-9%
CC(C)[C@@H](CC(=O)N[C@@H]1CCCC[C@H]1C(=O)N[C@H](CC(=O)N[C@@H](CCC(=O)O)CC(=O)O)Cc1ccccc1)NC(=O)C[C@H](Cc1c[nH]c2ccccc12)NC(=O)[C@@H]1CNCC[C@H]1N	-27%
CCCCCCCCCCCCCCCCOP(=O)([O-])OCC[N+](C)(C)C	-4%
N[C@@H](C(=O)O)c1ccc(C(=O)O)c(C(=O)O)c1	-11%&-18%&-11%
NCC1OC(n2cnc3c(=O)[nH]c(N)nc32)C(O)C1O (stereo not given)	0%
COc1ccc(-n2c(=O)c(C)nc3cnc(N4CCOCC4)nc32)cc1	-4%
C=C/C1=C/Cc2ccccc2[C@H](C[N+](=O)[O-])C(C(C)=O)(C(=O)OC)C1 (stereo not given in full)	-4%&3%
N#Cc1cccc(NC(=O)N2CC3(CCN(C(=O)c4cnccn4)CC3)C2)c1	6%
FC(F)(F)c1ccccc1-c1nc(NC2CC2)c2ccccc2n1	3%
Cc1cnc(CNc2nc(-c3c(C)noc3C)nc3ccccc23)cn1	-9%
Cc1ccccc1-c1cc(N(C)Cc2ccco2)ncn1	-11%
COC(=O)NC(c1cccc(F)c1)C(C(C)=O)C(=O)OC (stereo not given)	5%[12.9 µM]
CC(C)NC(=O)N1CCC2(CC1)CCN(S(C)(=O)=O)CC2	3%
CN(C)C1C(=O)C(C(N)=O)=C(O)[C@@]2(O)C(=O)C3=C(O)c4c(O)cccc4[C@@](C)(O)C3C[C@@H]12 (stereo not given in full)	?
COc1ccc2[nH]cc(CCNc3nc(-c4cccc(C#N)c4)nc4ccccc34)c2c1	-14%
CC(C)CO/N=C1/C[C@@H](O)[C@@H](O)[C@@H]2[C@H]3C(=O)N(c4ccc(F)cc4F)C(=O)[C@@H]3CC[C@H]12	-3%[12.9 µM]
Cc1ccc(CC(Cc2nc3ccccc3[nH]2)c2nc3ccccc3[nH]2)cc1 (stereo not given)	13%
Going on with the list.
SMILES	Giardia FBPA inh
COc1cc(-c2coc3cc(OCc4ccccc4)c(OC)c(O)c3c2=O)cc(O)c1OC	-6%
CCN(CC)CCCC(C)n1c(-c2ccccc2)nc2c(NCCOC)nc(C)nc21 (stereo not given)	0%
O=S(=O)(c1ccccc1)N1CCC2(CCN(C(c3ccccc3)c3ccccc3)CC2)CC1	-1%
C[C@@H]1CNCCN1S(=O)(=O)c1cccc2cnccc12	-13%
CNc1nc(-c2cccc(C#N)c2)nc2ccccc12	-7%
CCC1=C2CC[C@H]3C(=O)N(c4ccccc4)C(=O)[C@H]3[C@H]2[C@@]2(C)C(=O)N(Cc3ccccc3)C(=O)N2C1=O	0%
O=C(c1cnccn1)N1CCC2(CC1)CCN(c1ncccn1)CC2	5%
N#Cc1cccc(-c2nccc(-n3ccnc3)n2)c1	-3%
COc1ccccc1CN1CCC2(CC1)CCN(C(=O)c1c(C)noc1C)CC2	4%
CCc1cc2c(c(CC)n1)CCC(=O)N2Cc1ccc(-c2ccccc2-c2nn[nH]n2)cc1	3%
CC1=CC2C(C(C)C)CCC(C)(O)C2CC1 (stereo not given)	-6%
O=c1[nH]c(Cl)nc2c1ncn2C1OC(CO)C(O)C1O (stereo not given)	-7%
O=S(=O)(CCC(F)=C(F)F)c1nnnn1C1CCCCC1	2%
Cc1c(O)cc(O)c2c(=O)c(-c3ccc(O)cc3)coc12	-11%
COC(=O)c1ccc(C(NC(=O)OCc2ccccc2)/C(=C/[C@@H](C)C(=O)NCc2ccccc2)c2cccnc2)cc1 (stereo not given in full)	-1%
O=c1c(-c2ccccc2)nc2cncnc2n1Cc1ccc(F)cc1	-3%
COc1ccccc1CN1CCC2(CC1)CCN(C(=O)c1cccc(F)c1)CC2	3%
C[C@H](NC(=O)N1CCc2nc(COc3ccccc3)c3c(c2C1)CO[C@@H](C)C3)c1ccccc1	2%[12.9 µM]
CC(=O)N1CCN(C)CC1	-7%
NCC1O[C@@H](OC2C(N)CC(N)C(O)C2O[C@@H]2OC(CO)C(O)C2O)C(N)C(O)C1O (stereo not given in full)	2%
N[C@@H](C(=O)O)[C@H](CC(=O)O)c1ccc(Cl)cc1	4%
CCC/C=C(\CCC)C(NP(=O)(c1ccccc1)c1ccccc1)c1ccccc1 (stereo not given)	-1%
O=C(Cc1ccccc1)Nc1nc2ccc(Cl)cc2c2nc(-c3ccco3)nn12	15%
O=C(O)/C(=C/c1c(C(=O)O)[nH]c2cc(Cl)cc(Cl)c12)c1ccccc1	13%
O=S(=O)(O)c1cc(N=C=S)ccc1/C=C/c1ccc(N=C=S)cc1S(=O)(=O)O	13%
COc1ccc(-n2c(=O)c(C)nc3cnc(Oc4ccccc4)nc32)cc1	-3%
C/C(CCN1CCCc2nc(C)c(C)cc21)=N\OC[C@@H](O)COCc1ccco1	0%[12.9 µM]
COc1c2ccccc2nc2occc12	-5%
COc1cc(C=C(C#N)C#N)cc(O)c1O	?
COC(=O)C/C=C\[C@@H](C)[C@@H](/C=N\OC[C@@H](C)[C@H](OCc1ccccc1)C(C)C)NS(=O)(=O)c1ccc(C)cc1	0%[12.9 µM]
CC1=C2C3OC(=O)[C@H](C)[C@H]3CC[C@@]2(C)C=CC1=O (stereo not given in full)	7%
C=C1C[C@H](OC(=O)C(C)(O)CCl)C2C(=C)C(=O)O[C@@H]2C2C1C[C@H](O)[C@]2(O)CCl (stereo not given in full)	0%
O=c1c(-c2ccc(F)cc2)nc2cnc(N3CCNCC3)nc2n1Cc1cccs1	-1%
CC1(OC(=O)c2cnc3ccccc3n2)C(=O)C=C2C=C3CCCN3C=C2C1=O (stereo not given)	-14%[12.9 µM]
